# Htt clearance – clearance of mutant huntingtin inclusions, primary screen, imaging, HeLa Exon1htt(103Q)mCFP, confocal imaging. aggregate imaging; zero = plate's median compound well. inhibition, % at 1.5 µM. actives 0.42% (n = 47,000). AID 853, 2007;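 active means inhibition of aggregate fluorescence above about 70%, also judged a hit by eye on the cell image, limit read from the data, passing the limit was not always enough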;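 further: cells exposed to compound for three days before fixation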
# Htt clearance grain fraction – further read-out of Htt clearance, marked with its call; fraction fluorescence in grains; measured here: aggregate grain fluorescence fraction; hits give low values;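 scaled fraction of total cell fluorescence in grains with unit not stated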
# Starred values were filed as active, the others as inactive.
SMILES,Htt clearance,Htt clearance grain fraction
CC1(C)CC(=O)C(C=NCCO)=C(O)C1,14,16
Cc1ccc2c(c1)c1c(n2C)-c2[nH]ncc2CC1,40,11
CCNC(=S)NNC(=O)c1csc(C(C)C)c1,13,17
CCCc1cc(=O)[nH]c(SCC(=O)Nc2ccccc2C#N)n1,27,15
COc1ccc(CCNC(=O)c2nonc2N)cc1,-7,21
COCCCn1c(SCC(=O)Nc2sc3c(c2C#N)CCCC3)nnc1-c1ccncc1,-45,27
O=C(O)c1cccc(NC(=O)c2cccc(NC(=O)C3CCCO3)c2)c1 (centres undefined),-54,31
COC(=O)c1ccc2c(=O)n(CC3CCCO3)c(=S)[nH]c2c1 (centres undefined),-7,21
CC(C)C(C(=O)NCc1ccco1)N(C(=O)CNS(=O)(=O)c1ccccc1)C1CCCC1 (centres undefined),25,25
COc1cc(C)c(C)cc1S(=O)(=O)N1CCN(Cc2ccccc2)CC1,-10,41
CCOC(=O)C1=C(C)NC(SCC(N)=O)=C(C#N)C1c1ccncc1 (centres undefined),-11,23
N#CCSc1nnc(-c2ccc(S(=O)(=O)N3CCOCC3)cc2)n1CC1CCCO1 (centres undefined),-9,22
COC(=O)[C@H](CCSC)NC(=O)NCc1ccc(S(N)(=O)=O)cc1,-54,29
N#Cc1c(NC2CCCCC2)nc(-c2ccco2)c2c1CCCC2,-14,32
CC(CCc1ccccc1)NC(=O)C1CCN(S(=O)(=O)N2CCCCC2)CC1 (centres undefined),4,33
Nc1c(NCc2ccccc2)c2ccccc2oc1=O,20,16
C=CCC(CC=C)(C(=O)O)c1ccccc1,-33,27
CCOC(=O)C1CCN(C(=O)COc2ccc(S(=O)(=O)NC(C)C)cc2)CC1,36,12
COc1cc(-c2ccc(NC(=O)c3ccc(C)cc3)c(OC)c2)ccc1NC(=O)c1ccc(C)cc1,10,35
CCOc1cccc(OCCCCN2CCOCC2)c1,-24,49
O=C(NCC(c1cccnc1)N1CCN(c2ccccc2)CC1)OCc1ccccc1 (centres undefined),-30,24
O=C(O)CSc1nnc(-c2ccc(S(=O)(=O)N3CCCC3)cc2)n1Cc1ccco1,29,25
Cc1cccc(NC(=O)Cc2noc3ccccc23)c1,84*,3.1*
O=C1NCC(COCc2ccco2)O1 (centres undefined),-60,29
O=C(c1ccco1)N(CCC(c1ccccc1)c1ccco1)Cc1ccco1 (centres undefined),43,18
COCCN1CCc2c(C)nc3c(-c4ccc(OC)c(OC)c4)cnn3c21,62,15
CCCCN(C(=O)CCC(=O)Nc1cc(C)on1)C(C(=O)NC(C)(C)C)c1cccc(OC)c1OC (centres undefined),-17,21
COC(=O)c1cc(COc2ccc3oc(C)c(C(=O)OC(C)C)c3c2)c(C)o1,-51,35
CC1CC(C)CN(CC(=O)N2CCCc3c2c(=O)oc2ccc(OCc4ccccc4)cc32)C1 (centres undefined),26,24
O=C(Nc1ccc(Cl)cc1)C1CCC(=O)N1Cc1ccccc1Cl (centres undefined),-9,34
COCCn1c(SCC(=O)c2ccc3c(c2)OCCO3)nnc1-c1ccoc1C,18,16
O=C(NCc1cccs1)C1CCN(S(=O)(=O)c2cccc3nsnc23)CC1,-18,42
Cn1c(=O)c2c(ncn2CC(=O)Nc2ccc(Cl)cc2Cl)n(C)c1=O,-23,46
O=C(Nc1ccc(-n2cnnn2)cc1)C1CCCN1C(=O)NC1CCCCC1 (centres undefined),-27,24
COCCOC(=O)C1=C(C)NC2=C(C(=O)CC(C)(C)C2)C1c1ccc2c(c1)OCO2 (centres undefined),-31,57
Cc1ccc(-c2cc(C(=O)NCc3cnn(C)c3C)c3cc(Br)ccc3n2)cc1,-20,47
CC(Oc1ccccc1)c1ccnn1S(=O)(=O)c1ccccc1 (centres undefined),10,27
COC(=O)C1C(=O)C2=C(CC1C)NC(C)=C(C(=O)OC1CCCCC1)C2c1ccc(N(C)C)cc1 (centres undefined),9,16
CC1CCN(c2ncnc3nc[nH]c23)CC1,23,36
CC1(C)CC(=O)c2c(Cc3ccccc3)n[nH]c2C1,-2,37
Cc1cc(NC(=O)c2cccc(F)c2)no1,0,36
NC(=O)C1(N2CCCCC2)CCN(C(=O)CSc2nc3ccccc3o2)CC1,20,13
Cc1ccccc1OCC(O)Cn1c(=N)n(CCN2CCOCC2)c2ccccc21 (centres undefined),-36,24
COCCNC(=O)C1c2ccccc2C(=O)N(CCOC)C1c1ccc(F)cc1 (centres undefined),8,35
COc1cc(OC)cc(C(=O)N2c3ccc(F)cc3CCC2C)c1 (centres undefined),10,40
COC(=O)C1=C(C)N(C)C(=O)NC1c1ccc(C)cc1 (centres undefined),14,30
CC(=O)N=C1SC2CS(=O)(=O)CC2N1c1ccccc1Cl (centres undefined),-28,48
O=C(C1CC(c2ccccc2O)=NO1)N1CCCC1 (centres undefined),49,10
CCS(=O)(=O)N1CCC(C(=O)NCc2ccc(F)cc2Cl)CC1,-19,25
Cc1cc2ccccc2n1CCNC(=O)Cc1ccccc1,33,32
O=C(O)CCCCCCCCCC(=O)c1cccs1,-89,71
NC1=NC(c2ccc(F)cc2)n2c(nc3ccccc32)N1 (centres undefined),38,23
CCCCCCCCn1c(=O)c(C(=O)OCC)c(O)c2ccccc21,-33,25
Cc1c(NC(=O)C2(c3ccccc3)CCCC2)c(=O)n(-c2ccccc2)n1C,-15,32
Cc1c(NC(=O)Nc2ccc3c(c2)OCO3)c(=O)n(-c2ccccc2)n1C,-9,22
Cc1nnc(SCC(=O)N2CCN(c3ccccc3)CC2)n1-c1ccccc1,-15,45
Cc1ccc(N2CCN(C(=O)N3CCCC3)CC2)cc1Cl,-2,18
Oc1ccccc1-c1cc(C(F)(F)C(F)F)nc(-c2ccccc2)n1,-36,41
OCCN(Cc1ccccc1)Cc1ccccc1F,-49,69
Cc1nc2ccc(F)cc2cc1C(=O)NC(C)C,32,22

# 17 compounds from above, arranged by formula weight, low to high.
SMILES,Htt clearance,Htt clearance grain fraction
Cc1cc(NC(=O)c2cccc(F)c2)no1,0,36
Cc1nc2ccc(F)cc2cc1C(=O)NC(C)C,32,22
OCCN(Cc1ccccc1)Cc1ccccc1F,-49,69
O=C(C1CC(c2ccccc2O)=NO1)N1CCCC1 (centres undefined),49,10
COC(=O)C1=C(C)N(C)C(=O)NC1c1ccc(C)cc1 (centres undefined),14,30
O=C(O)CCCCCCCCCC(=O)c1cccs1,-89,71
Cc1cc2ccccc2n1CCNC(=O)Cc1ccccc1,33,32
Cc1ccc(N2CCN(C(=O)N3CCCC3)CC2)cc1Cl,-2,18
COc1cc(OC)cc(C(=O)N2c3ccc(F)cc3CCC2C)c1 (centres undefined),10,40
CC(=O)N=C1SC2CS(=O)(=O)CC2N1c1ccccc1Cl (centres undefined),-28,48
CCS(=O)(=O)N1CCC(C(=O)NCc2ccc(F)cc2Cl)CC1,-19,25
Cc1c(NC(=O)Nc2ccc3c(c2)OCO3)c(=O)n(-c2ccccc2)n1C,-9,22
Cc1c(NC(=O)C2(c3ccccc3)CCCC2)c(=O)n(-c2ccccc2)n1C,-15,32
Cc1nnc(SCC(=O)N2CCN(c3ccccc3)CC2)n1-c1ccccc1,-15,45
COCCNC(=O)C1c2ccccc2C(=O)N(CCOC)C1c1ccc(F)cc1 (centres undefined),8,35
NC(=O)C1(N2CCCCC2)CCN(C(=O)CSc2nc3ccccc3o2)CC1,20,13
Cc1ccccc1OCC(O)Cn1c(=N)n(CCN2CCOCC2)c2ccccc21 (centres undefined),-36,24

# Additional results.
SMILES,Htt clearance,Htt clearance grain fraction
Cc1snc(S(=O)(=O)Cc2c(Cl)cccc2Cl)c1C#N,-32,51
CCN(CC)c1ccc(NC(=O)c2ccc(Cl)nc2)cc1,-96,60
CC(C)n1c(N2CCN(C(=O)NCc3ccccc3)CC2)nc2ccccc21,-3,34
Cc1nc2[nH]onc2c2nccc(=O)c12,47,11
CCOC(=O)CSc1nnc(-c2ccccc2OC)o1,-15,20
CCCCN(C)C(=O)C1CCN(CCCc2ccccc2)CC1,57,15
O=C(Cn1ncc2c(=O)oc3ccccc3c21)NCCCN1CCCC1=O,11,30
CC(C)CCN(C(=O)CNC(=O)c1ccco1)C(C(=O)NC1CCCCC1)c1ccco1 (centres undefined),44,12
Clc1ccc(-c2nc3ccccc3n2OCc2ccccc2)cc1,-61,34
CC(=O)c1cnc2cc(C)nn2c1C,-1,36
COc1ccc(S(=O)(=O)N2CCC(C(N)=O)CC2)c2ccccc12,26,16
CCOCCCn1c(SCC(=O)Nc2ccc(C(N)=O)cc2)nc2ccccc2c1=O,18,16
CCN(CC)c1ccc(C2C(C(=O)OCCOC)=C(C)NC3=C2C(=O)CCC3)cc1 (centres undefined),-2,34
O=C(CN1C(=O)C2C3C=CC(C3)C2C1=O)NCc1ccc2c(c1)OCO2 (centres undefined),51,9.8
COC(=O)C(O)(NC(=O)NC(C)=O)C(F)(F)F (centres undefined),25,16
COc1ccc(C)cc1NC(=O)c1nnn(Cc2cccc(F)c2)c1N,42,18
CCC(=O)c1cc2c(C)cc(=O)oc2c(C)c1OC,3,19
Cc1ccc(OCC(=O)N(C)CCc2ccccn2)cc1,10,28
COc1ccc(-n2c(C)cc(C=O)c2C)cc1Cl,1,43
O=C1c2ccccc2C(=O)N1OCc1ccc(Cl)cc1,-24,38
OC(CNCC(c1ccco1)N1CCCCC1)c1ccccc1 (centres undefined),-1,20
CCC1CCCCN1C(=O)Nc1cccc(NC(=O)N2CCCCC2CC)c1 (centres undefined),-100,41
CCC(C)Sc1nc2ccccc2c(=O)[nH]1 (centres undefined),4,19
Cc1csc(NC(=O)Nc2cccc(Cl)c2)n1,22,15
Cc1cc(C(=O)N/N=C/c2cccc([N+](=O)[O-])c2)c(C)o1,-18,44
CC(C)(C)c1ccc(OC(=O)c2ccc3nsnc3c2)cc1,12,28
C=CCN1C(=O)C(Cc2ccc(F)cc2)S/C1=N/N=C/c1cccs1 (centres undefined),-8,45
Cc1ccccc1OCCn1c(=O)oc2ccccc21,-14,22
Cn1c(SCc2nc3ccccc3[nH]2)nnc1-c1ccccn1,17,14
CCOc1cc(C)c(Cl)cc1S(=O)(=O)NCC1CCCO1 (centres undefined),3,19

# Three compounds out of the list above, arranged by the number in Htt clearance grain fraction, smallest number first:
SMILES	Htt clearance grain fraction
Cc1ccccc1OCCn1c(=O)oc2ccccc21	22
CCC1CCCCN1C(=O)Nc1cccc(NC(=O)N2CCCCC2CC)c1 (centres undefined)	41
C=CCN1C(=O)C(Cc2ccc(F)cc2)S/C1=N/N=C/c1cccs1 (centres undefined)	45

# (cont.)
SMILES,Htt clearance,Htt clearance grain fraction
FC(F)Sc1nnc(-c2cccs2)n1-c1ccccc1,-55,29
Cc1ccc(C)c(-n2c(SCC(=O)NCC3CCCO3)nnc2-c2ccoc2C)c1 (centres undefined),-32,28
CCOc1ccc(CCNC(=O)C2CCN(c3ccc(N4CCOCC4)nn3)CC2)cc1OCC,-15,40
COc1ccc(N2CCn3c2nc2c3c(=O)n(CCc3ccccc3)c(=O)n2C)c(OC)c1,24,28
Cc1ccc(Nc2nc(Oc3ccc(=O)[nH]n3)nc(N(C)C)n2)cc1,-39,26
CCCCN=C(C)C1=C(O)CSC1=O,40,20
O=C(Nc1ccc(S(=O)(=O)N2CCCCC2)cc1)c1ccc(CN2CCOCC2)cc1,34,13
Cc1ccc(CN2CCNC(=O)C2CC(=O)O)o1 (centres undefined),-33,66
O=C(NCCc1c[nH]c2ccccc12)c1c(Cl)nc2sccn12,-27,47
COc1ccc(S(=O)(=O)NC2CCCCC2)c(C)c1C,44,11
COc1ccc2c(c1[N+](=O)[O-])CCC/C2=N/OC(=O)c1ccccc1SC,19,32
Cc1ccc(S(=O)(=O)N2CCN(C(=O)COC(=O)c3cc(C)oc3C)CC2)cc1,-9,40
COc1ccccc1NC(=O)N1CCN(c2cc(-c3ccccc3)nc3ncnn23)CC1,-123,87
COc1ccc(S(=O)(=O)N2CCN(CC(=O)Nc3ccc(F)c(F)c3)CC2)cc1,1,46
CC(=O)N1CCC(O)(c2cccc(C(F)(F)F)c2)CC1,38,19
O=C(Nc1cccc2ccccc12)N1CCOCC1,23,15
CC1=C(C(=O)Nc2cc(C)ccn2)C(c2ccc(C)cc2)C2=C(CCCC2=O)N1 (centres undefined),2,20
Cn1c(CNc2ccccc2)cc(=O)n(C)c1=O,-29,27
CCC(=O)N1CCc2cc(S(=O)(=O)NCCC(=O)Nc3cc(C)cc(C)c3)ccc21,-15,40
CCOc1ccc(-n2c(SCC(=O)Nc3ccccc3C)n[nH]c2=O)cc1,-8,43
CCC(NC(=O)Cn1cnc2c(=O)n(C)c(=O)n(C)c21)c1ccccc1 (centres undefined),-3,38
CC(C)CC(=O)Nc1ccccc1N1CCN(C(=O)c2ccccc2)CC1,40,12
O=S(=O)(NCc1ccccn1)c1ccc(F)cc1,28,26
CC(C)C(NS(=O)(=O)c1cccc2nsnc12)C(=O)N1CCc2ccccc2C1 (centres undefined),25,16
COc1ccc(CCNC(=O)C2(C)CCC(=O)N2Cc2ccc3c(c2)OCO3)cc1OC (centres undefined),37,20
COc1ccccc1OCc1ccc(C(=O)NC(C)(C)C)o1,-37,25
COc1ccc2cc3cc(C(=O)NCCN4CCc5ccccc5C4)oc3nc2c1,26,15
O=c1c2ccccc2nc(SCc2cn3ccsc3n2)n1-c1ccccc1,1,39
CSc1nc(-c2ccc(Cl)cc2)nn1S(=O)(=O)c1ccc(Cl)cc1,30,14
COc1ccc(-c2ccc(-c3noc(C)n3)c(OC)n2)cc1,-6,20
CCOC(=O)C(NC(=O)Nc1cccc(C)n1)(OCC(F)(F)F)C(F)(F)F (centres undefined),39,21
O=C(NNC(=O)C1CCCCC1)C(=O)NC1CCCCC1,-42,44
CCC(=O)N1CCN(c2ccccc2NC(=O)COc2cc(C)ccc2C(C)C)CC1,4,17
O=C(OCc1ccc(Cl)cc1Cl)c1cccnc1Cl,-7,43
O=C(O)c1c2c(nc3ccc(S(=O)(=O)N4CCC(C(=O)N5CCCCC5)CC4)cc13)CCCC2,-135,84
O=C(NCc1ccco1)C(Cc1ccccc1)N1C(=O)C2C3C=CC(C3)C2C1=O (centres undefined),2,40

# High-throughput results: PubChem, Columbia University Molecular Screening Center

# Not all compounds are listed. The share of hits here may be higher or lower than overall.
